HIV fusion peptide = cell-free HIV fusion peptide-binding blockers – biochemical, uHTS, fluorescence dequenching, primary screen (AID 1986). one-dose inhibition, % at 20 µM; IC50 in µM for titrated hits. 290,000 compounds, 0.3% hits. cell-free peptide binding, fluorescence dequenching, 30 min; higher % means a stronger effect; in the data active = inhibition mostly above about 52%, no sharp cut-off; inactive = mostly below about 76%; also: some results filed as inactive read as strong as hits
SIAH1 antagonists = Siah-1 peptide-binding antagonists, primary screen, biochemical, fluorescence polarization, rhodamine-plectin, uHTS (AID 1817); Siah-1 / rhodamine-plectin peptide fluorescence polarization; higher % means a stronger effect; displacement, % at 20 µM; hits with a dose series show IC50 in µM; 290,000 compounds, 0.02% hits;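 active = displacement of at least 50% at 20 µM, with a fluorescence ratio check between 0.3 and a set limit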;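 also: plate controls were Siah plus tracer with DMSO for no effect and tracer alone without Siah for full effect; strong numbers were not always called active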
UTI89 phage lysis = protection from phage-mediated lysis, alamar blue read-out – E. coli UTI89, K1F phage, bacterial capsule biogenesis inhibitors (AID 488966). E. coli UTI89 K1F phage lysis, alamar blue, 2 h; higher % means a stronger effect. one-dose inhibition, % at 100 µM; IC50 in µM for titrated hits. 340,000 compounds, 0.02% hits;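 active = phage lysis inhibition, versus mean bacterial control, above a set limit; inconclusive = no clear call, values can overlap the other calls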;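 also: capsule biogenesis inhibitors block K1F phage lysis so surviving cells raise fluorescence; higher fluorescence means more inhibition of phage lysis; actives were called in the ten point dose series up to 300 µM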
Dengue-2 NS5 capping = flavivirus cap methylation enzyme inhibition – biochemical, confirmation dose response, primary screen (AID 588689); 340,000 compounds, 0.3% hits; Dengue-2 NS5 methyltransferase capping enzyme assay, biochemical; higher % means a stronger effect; one-dose inhibition, % at 25 µM; IC50 in µM for titrated hits; in the data active = a potency from the dose series; inconclusive = inhibition above about 29% without an active follow-up result
GPR55 LPI antagonism = GPR55 antagonists blocking LPI-driven arrestin recruitment, primary screen, imaging, U2OS, beta-arrestin-GFP, LPI agonist (AID 2013). U2OS GPR55 beta-arrestin-GFP translocation imaging, LPI antagonism; higher % means a stronger effect. 290,000 compounds, 0.13% hits. inhibition, % at 10 µM; hits with a dose series show IC50 in µM;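 active = spots per cell inhibited over 60%, with over 100 cells counted and total cytoplasm intensity under 500,000; inconclusive = wells with under 100 cells, flagged as likely toxic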;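 also: U2OS cells stably carrying GPR55 and arrestin-GFP stimulated by 5 µM LPI near EC80; imaged beta-arrestin-GFP aggregate spots per cell after agonist stimulation; plate controls were LPI-stimulated DMSO wells for no effect and DMSO wells without LPI for full effect; some results filed as inactive read as strong as hits; confirmed hits need IC50 under 10 µM and bright autofluorescent wells are also inconclusive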
AID2073 = disruptors of CaV2.2 binding to Mint1 – biochemical, HTRF (AID 2073) | HTRF protein-protein interaction, Mint1-CaV2.2; higher % means a stronger effect | one-dose inhibition, % at 20 µM; IC50 in µM for titrated hits | 290,000 compounds, 0.19% hits; in the data active = inhibition mostly above about 51%, no sharp cut-off; inconclusive = no clear call, values can overlap the other calls; inactive = mostly below about 53%; also: some results filed as inactive read as strong as hits
GPR35 arrestin U2OS = inhibition of zaprinast-stimulated GPR35 beta-arrestin translocation – imaging, U2OS, beta-arrestin-GFP, zaprinast agonist, primary screen (AID 2058); inhibition, % at 10 µM, or IC50 in µM where a hit was titrated; U2OS GPR35 beta-arrestin-GFP translocation imaging, zaprinast antagonism; higher % means a stronger effect; 290,000 compounds, 0.052% hits;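 active = inhibition of at least 50% with at least 30 cells and total cytoplasm GFP at most 10,000,000; inconclusive = under 30 cells or total GFP of 10,000,000 plus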
GPR55 beta-arrestin = selective activators of receptor GPR55 – imaging, U2OS cells, beta-arrestin-GFP redistribution, primary screen (AID 1961); U2OS GPR55 beta-arrestin-GFP redistribution imaging; higher % means a stronger effect; 290,000 compounds, 0.048% hits; activation, % at 10 µM; hits with a dose series show EC50 in µM;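 active = activation above 40% with more than 50 cells counted in the well; inconclusive = wells holding fewer than 50 cells, flagged as toxic or sparse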;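 also: U2OS osteosarcoma cells stably expressing GPR55 and beta-arrestin-GFP; plate controls were DMSO negative control for no effect and LPI positive control for full effect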
NTR1 agonist = NTR1-driven beta-arrestin-GFP spot formation – imaging, U2OS cells, high content, primary screen (AID 493036) | agonist mode | activation, % at 20 µM | 330,000 compounds, 0.17% hits;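 active = activation at or above 40% of the spot to cytoplasm intensity ratio, with at least 20 cells analyzed; inconclusive = wells under 20 cells, flagged as cytotoxic or low count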;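 also: 0% = DMSO without peptide and 100% = 100 nM NTR1 peptide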
Target sequence (P30989 whole entry, looked up): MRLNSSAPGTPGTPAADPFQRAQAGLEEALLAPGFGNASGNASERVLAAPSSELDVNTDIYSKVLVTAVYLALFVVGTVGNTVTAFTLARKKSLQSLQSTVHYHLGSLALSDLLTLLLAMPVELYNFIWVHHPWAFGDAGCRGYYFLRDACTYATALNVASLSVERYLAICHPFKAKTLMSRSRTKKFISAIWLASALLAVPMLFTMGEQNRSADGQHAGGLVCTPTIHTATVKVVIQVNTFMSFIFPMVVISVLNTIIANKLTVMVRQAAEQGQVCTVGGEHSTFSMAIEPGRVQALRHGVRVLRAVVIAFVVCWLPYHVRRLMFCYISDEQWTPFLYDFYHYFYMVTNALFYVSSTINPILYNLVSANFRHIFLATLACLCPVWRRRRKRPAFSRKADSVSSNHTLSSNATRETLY
NTR1 agonist cell count 20 µM = also measured in NTR1 agonist; calls as there; cell count; measured here: cell count, cytotoxicity flag
Dengue-2 NS5 capping pilot replicate = also measured in Dengue-2 NS5 capping; calls as there; inhibition, %; measured here: pilot screen replicate inhibition
Numbers without * were called inactive; ? = inconclusive; · = no result given; [ ] = dose if it differs, or a comment.

SMILES	HIV fusion peptide	SIAH1 antagonists	UTI89 phage lysis	Dengue-2 NS5 capping	GPR55 LPI antagonism	AID2073	GPR35 arrestin U2OS	GPR55 beta-arrestin	NTR1 agonist	NTR1 agonist cell count 20 µM	others
C=CCn1c(=O)n(CCOC)c(=O)c2sc3ccccc3c21	0.7%	9%	0.1%	-3%	0%	-4%	-10%	-0.3%	5.6	43
C=CCn1c(NCc2ccc(N(C)C)cc2)nc2ccccc21	-1.7%	-2%	6.5%	-2%	-15%	2%	20%	-0.1%	-0.7	71
O=C(c1ccc(OC2CCN(Cc3ccccc3O)CC2)cc1)N1CCCCC1	2.1%	2%	-0.1%	-4%	21%	0%	-4%	-0.2%	0.7	65
CCOC(=O)c1cc(C)nc(SC)c1C#N	-0.7%	-3%	0.1%	-6%	5%	-19%	4%	-0.2%	-0.2	40
C=CCc1c(C)nc2c(-c3ccccc3)cnn2c1N1CCOCC1	-0.2%	2%	-0.3%[50 µM]	-1%	10%	22%	6%	-0.1%	·	·
CCn1c2ccccc2c2cc(/C=N/n3cnnc3)ccc21	15%	0%	0.7%	-2%	5%	33%	-3%	-0.2%	1.3	51
O=C(CSc1nc2ccccc2nc1SCC(=O)N1CCCCC1)N1CCCCC1	0.7%	0%	2.1%	-7%	-6%	22%	4%	-0.1%	1.6	40
Cc1nn(C)cc1CNC(=O)c1ccc(Br)o1	0.6%	0%	3.4%	-2%	-3%	-4%	1%	-0.2%	1.8	52
CC(C)(C)NC(=O)CN(Cc1ccc(F)cc1)C(=O)Cn1nnc(-c2ccc(F)cc2)n1	-1.0%	-1%	0.4%	-1%	4%	-11%	-2%	-0.1%	1.1	78
CCOc1ccccc1NC(=O)Nc1ccsc1C(=O)OC	-1.9%	-4%	0.6%[50 µM]	-3%	2%	6%	-3%	-0.1%	1.1	49
CCOc1ccc(-c2nnn(CC(=O)c3cc(OC)ccc3OC)n2)cc1	2.5%	-1%	0.9%	-5%	8%	8%	1%	-0.2%	4.2	88	Dengue-2 NS5 capping pilot replicate=0.3
CCOC(=O)c1sc2nc(SCC#N)n(CC3CCCO3)c(=O)c2c1C (configuration not stated)	0.3%	3%	5.5%	-10%	-12%	-8%	-6%	0.2%	3.8	74
Cc1nn(Cc2ccc(C(=O)O)o2)c(C)c1[N+](=O)[O-]	-1.4%	-3%	-2.1%	3%	-3%	-6%	8%	0.1%	0.2	44
Cc1cccc(N2C(=O)N3[C@H](c4ccc(Br)cc4)[C@@H]4C(=O)N(C(C)(C)C)C(=O)[C@@H]4[C@]3(Cc3ccc(Cl)cc3)C2=O)c1	1.0%	6%	-0.3%	1%	5%	10%	-4%	0.0%	0.9	42
Cc1ccc(S(=O)(=O)N(CC(O)CN2CCOCC2)c2cc(Cl)ccc2Cl)cc1 (configuration not stated)	1.3%	2%	0.5%	-5%	13%	-9%	-8%	-0.1%	2.4	72
CCn1c(=O)n(CC)c2cc(S(=O)(=O)N3CCC(c4ccccc4)CC3)ccc21	-1.9%	3%	1.8%[50 µM]	-4%	14%	?	1%	-0.1%	0.7	40
Cc1nc2c(-c3ccc(F)cc3)cnn2c(N)c1-c1ccc(F)cc1	-1.8%	1%	0.3%	-5%	0%	14%	-5%	-0.1%	20	86
CC(=O)N1c2ccc(S(=O)(=O)N3CCCC3C(=O)Nc3cccc(F)c3)cc2CC1C (configuration not stated)	-0.4%	-4%	2.2%	-1%	5%	9%	-4%	-0.3%	4.7	63
COc1ccc(C(=O)Nc2nnc(Cc3cccs3)s2)cc1OC	0.0%	3%	0.5%	-3%	-2%	21%	-8%	0.6%	1.0	55
CC(OC(=O)c1cccnc1Cl)C(=O)Nc1ccc2c(c1)OCCO2 (configuration not stated)	0.7%	4%	0.9%	-5%	-4%	2%	3%	-0.2%	-0.2	70
Cc1csc(NC(=O)C2CCCN2C(=O)Oc2ccccc2)n1 (configuration not stated)	0.8%	0%	0.4%	-2%	5%	-4%	2%	-0.4%	-2.4	85	Dengue-2 NS5 capping pilot replicate=-2.9
CCc1cc2c(N3CCN(c4nnc(CC)s4)CC3)ncnc2s1	12%	2%	-0.5%	-11%	-6%	0%	-1%	-0.1%	2.9	80
Cc1nc2nc(SCC(=O)NCCCN3CCCC3)nn2c(C)c1Cc1ccccc1Cl	0.0%	-1%	0.2%	-5%	-5%	7%	-2%	1.0%	1.2	45
COc1cccc(CN2CCN(CC#Cc3ccccc3)CC2CCO)c1 (configuration not stated)	0.7%	1%	0.4%	-4%	-8%	-3%	-7%	-0.3%	1.7	60
COC(=O)c1ccc2c(=O)n(CCCCCC(=O)O)c(=S)[nH]c2c1	0.9%	3%	-0.7%[50 µM]	-3%	-2%	-9%	1%	0.5%	4.0	73
O=C(O)CCCC(=O)Nc1ccccc1Oc1ccccc1	-0.9%	1%	1.8%	-3%	7%	10%	0%	-0.4%	-0.1	52
COc1cccc(NC(=O)c2ccc(-c3ccccc3[N+](=O)[O-])o2)c1	4.9%	1%	-0.5%	-8%	12%	52%	14%	-0.1%	1.1	36
CC(C)CCNC(=O)c1c(CSc2ccccc2)noc1C(=O)NCc1ccccc1	-0.5%	0%	0.7%	-9%	12%	-6%	-2%	-0.2%	4.8	68
COCCNC(=O)CN1CCC(NC(=O)C(C)(C)C)CC1	3.3%	2%	4.5%	-1%	4%	1%	0%	0.0%	-0.3	51
c1ccc(C2CN3CCSC3=N2)cc1 (configuration not stated)	-0.6%	7%	2.5%	1%	-16%	4%	-19%	0.2%	-0.2	59
O=C(CN1C(=O)c2ccccc2C1=O)Nc1ccccc1C(=O)N1CCCC1	-1.7%	-2%	-0.1%	-3%	18%	0%	7%	0.1%	1.1	61
CC(Sc1nnc2ccccn12)C(=O)Nc1ccc2c(c1)OCCO2 (configuration not stated)	-2.2%	6%	-0.6%	3%	2%	3%	-12%	0.4%	-1.5	52
COc1ccccc1N1CCN(/N=C/c2cc(Br)ccc2F)CC1	-1.7%	-1%	0.6%	-4%	11%	3%	8%	0.7%	1.2	63
CCCC(=O)C1=C(O)C(C(=O)OC)C(C)(C)CC1=Nc1ccccc1 (configuration not stated)	-2.0%	-1%	0.4%	0%	14%	-10%	1%	-0.1%	3.7	61
O=C(NCc1ccco1)c1ccc(N2CCOCC2)c([N+](=O)[O-])c1	-2.2%	5%	0.2%	2%	12%	-6%	-28%	0.2%	1.0	78
Cc1cccc(CCNC(=O)c2oc3c(C)c(C)ccc3c2C)n1	1.1%	3%	0.0%	-2%	6%	-2%	13%	0.3%	2.8	45	Dengue-2 NS5 capping pilot replicate=-2.1
Cc1cccc(C)c1NC(=O)C(NC(=O)c1ccccn1)c1ccc([N+](=O)[O-])cc1 (configuration not stated)	0.1%	3%	0.8%	-9%	26%	4%	-8%	-0.3%	0.4	73
CN1c2ccccc2N(C)C1c1ccc2c(c1)OCO2	2.9%	11%	-0.1%	-1%	18%	-1%	-14%	-0.2%	1.7	78
CC1CCc2c(sc(NC(=O)CCC(=O)O)c2C(=O)NC2CC2)C1 (configuration not stated)	-1.9%	-4%	0.9%[50 µM]	5%	-7%	-8%	-8%	0.0%	1.3	52
CC1CC(C)CN(C(=O)c2ccc3c(c2)N(Cc2ccccc2)CCS3)C1 (configuration not stated)	-1.3%	-3%	9.3%	1%	-1%	17%	5%	-0.2%	6.1	54
COc1cc2c3nnc(-c4ccc(F)cc4)c-3cn(Cc3cccc(F)c3)c2cc1OC	146%	16%	0.4%	?	-2%	22%	-13%	0.4%	65*	96*
COC(=O)c1ccc(NC(=O)C2CCCN2C(=O)OCc2ccccc2)cc1 (configuration not stated)	-1.4%	0%	0.2%	5%	3%	-4%	-4%	-0.1%	-0.7	57
CCNC(=S)NNC(=O)c1ccccc1Cl	0.1%	4%	1.0%[50 µM]	-8%	-5%	-27%	-8%	0.7%	1.0	69
O=C(Nc1ccc(C(=O)O)cc1)/C(=C\c1ccccc1)NC(=O)c1ccco1	0.5%	-6%	0.1%	-9%	-2%	11%	-1%	-0.3%	-0.8	50
Cc1ccc(C(=O)NCCNC(=O)COc2ccccc2Cl)cn1	-1.3%	3%	0.6%	-6%	3%	-4%	0%	0.2%	0.0	55
CCOC(=O)C1CCN(C(=O)c2ccc3c(c2)S(=O)(=O)c2ccccc2C3=O)CC1	0.4%	-5%	0.1%	0%	-3%	-2%	-5%	0.5%	0.7	34
Fc1ccccc1CN1CCCCCCC1	-3.4%	0%	3.7%	-3%	0%	-4%	-8%	-0.2%	-0.2	39
Cn1c(Cn2c(=O)sc3ccccc32)nnc1SCC(=O)NCc1ccc2c(c1)OCO2	1.0%	11%	-0.6%	4%	5%	4%	-4%	-0.4%	-1.6	55
Cc1ccc(C(=O)NC(C)c2ccccc2)cc1Br (configuration not stated)	-0.5%	-5%	1.4%[50 µM]	3%	10%	1%	1%	-0.3%	4.6	76
CCOc1ccc2nc(SCC(=O)Nc3nonc3C)[nH]c2c1	0.1%	-5%	0.6%	-8%	12%	3%	4%	0.4%	1.9	58
CCOC(=O)C1C(=O)CC(C)(O)C(C(=O)OCC)C1c1cccs1 (configuration not stated)	1.4%	-5%	1.2%	2%	2%	-2%	-7%	-0.1%	2.9	42
COc1ccc(/C=N/NC(=O)c2cccnc2)cc1CN1CCN(c2ccc(F)cc2)CC1	0.1%	-1%	0.4%	-6%	13%	-4%	3%	-0.2%	0.0	52
CCOc1ccc(S(=O)(=O)N2CCC(C(=O)N3CCN(c4ccccc4F)CC3)CC2)cc1C	-0.3%	8%	0.3%	3%	10%	3%	-19%	-0.1%	2.1	60
Cc1ccc(NC(=S)NCCN2CCOCC2)cc1	-0.1%	0%	0.4%	0%	0%	3%	5%	0.6%	-1.1	33
